hcDAF12 agonist – activators of H. contortus DAF-12 nuclear receptor. AID 652067. 370,000 tested, 1.4% active. activation, % at 6.8 µM. HEK293 hcDAF-12 lit1-tk-luc reporter, luminescence; 0% DMSO, 100% Δ7-dafachronic acid;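 active means activation above the mean of all tested compounds plus 3 SD, cut at about 5.5% in these data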;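 further: 100% = response to 3 µM Δ7-dafachronic acid high control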
sPLA2-III inh – Inhibits HGIII-sPLA2 liposome hydrolysis, primary screen. inhibition, % at 12.2 µM. QFRET BODIPY PC-A2 liposome hydrolysis, fluorescence. 370,000 tested, 0.56% active. AID 743126. Q9NZ20;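 active means inhibition above mean plus 3 SD of compounds lying within the high and low control bounds, cut at about 19% in these data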;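 further: 0% = median of test compound wells and 100% = no enzyme DMSO wells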
Target sequence (Q9NZ20 whole entry, looked up): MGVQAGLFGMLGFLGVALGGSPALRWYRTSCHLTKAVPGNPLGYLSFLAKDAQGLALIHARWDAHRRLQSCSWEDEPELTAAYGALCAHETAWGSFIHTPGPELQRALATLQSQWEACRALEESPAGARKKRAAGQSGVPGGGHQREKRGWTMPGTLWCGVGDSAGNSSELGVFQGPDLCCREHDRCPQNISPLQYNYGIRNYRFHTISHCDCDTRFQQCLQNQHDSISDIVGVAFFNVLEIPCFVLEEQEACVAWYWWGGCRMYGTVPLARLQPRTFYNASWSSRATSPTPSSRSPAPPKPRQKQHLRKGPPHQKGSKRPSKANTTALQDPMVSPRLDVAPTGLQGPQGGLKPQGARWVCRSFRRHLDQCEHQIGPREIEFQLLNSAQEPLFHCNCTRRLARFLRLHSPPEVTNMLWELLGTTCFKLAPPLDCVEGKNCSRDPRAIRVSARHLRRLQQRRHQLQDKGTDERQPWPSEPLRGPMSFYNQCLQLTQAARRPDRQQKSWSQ
DAX1 inh-1 – inhibitors of human orphan nuclear receptor DAX1 (NR0B1); HEK293 Gal4-DAX1 luciferase reporter, luminescence; inhibition, % at 6.75 µM; 340,000 tested, 0.99% active; AID 504766;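 active means inhibition above the mean over all tested compounds plus 3 SD, cut at about 4.2% in these data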;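 further: 0% = DAX1-transfected cells with DMSO and 100% = empty-vector control cells with DMSO; inhibition shows as a rise in luminescence from relieved DAX1 repression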
Target sequence (P51843 207-470 limits assumed): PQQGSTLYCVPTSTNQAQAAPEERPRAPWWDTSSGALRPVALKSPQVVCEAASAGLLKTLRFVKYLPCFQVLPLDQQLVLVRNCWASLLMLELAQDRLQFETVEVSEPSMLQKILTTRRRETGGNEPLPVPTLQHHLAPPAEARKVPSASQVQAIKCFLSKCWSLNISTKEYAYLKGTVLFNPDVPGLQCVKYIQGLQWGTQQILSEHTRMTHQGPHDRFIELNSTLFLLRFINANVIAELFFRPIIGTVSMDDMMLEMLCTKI
SMARCA2 activ – increases SMARCA2 function in MMTV reporter cells. MG213 cells, MMTV-luciferase reporter, dexamethasone, overnight. activation, % at 9.1 µM. 370,000 tested, 1% active. AID 652017; in the data active means activation above about 7.8%;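 further: 0% = vehicle wells and 100% = reference activator wells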
ssDAF12 agonist – S. stercoralis DAF-12 activation, primary screen | HEK293 ssDAF-12/GRIP1 lit1-tk-luc reporter, luminescence; % of 3 µM dafachronic acid response | activation, % at 6.8 µM | 370,000 tested, 1% active;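 active means activation above the mean over all tested compounds plus 3 SD, cut at about 0.9% in these data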;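 further: 0% = DMSO-only wells and 100% = 3 µM delta7-dafachronic acid wells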
NR1D1 modulator – modulates human Rev-erb alpha binding to DNA; P20393; Rev-erbα–FITC-DNA binding, fluorescence polarization, 90 min; activity, % at 10 µM; 370,000 tested, 0.79% active;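 active means activity above about 14%, limit read from the data; passing the limit was not always enough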;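 further: 0% = DMSO wells with 35 nM protein and 100% = DMSO wells with 750 nM protein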
FXN GAA850 act – increases GAA850 frataxin promoter reporter activity. HEK293 lucGAA850 FXN promoter luciferase reporter, 24 h; percent of 10 µM SAHA response. 360,000 tested, 0.56% active. activation, % at 6 µM. AID 540364;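 active means activation above the average of all compounds screened plus 3 SD, cutoff fixed separately per campaign, cut at about 7.5% in these data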;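 further: 0% = DMSO wells and 100% = 10 µM SAHA wells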
PLCb3 inh – inhibitors of human phospholipase C beta3; inhibition, % at 12.2 µM; AID 720704; 370,000 tested, 0.18% active; Purified PLC-beta3, fluorogenic substrate, fluorescence; in the data active means inhibition above about 11%;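 further: 0% = median of compound wells on plate and 100% = full blocker control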
PG9 binder – PG9 antibody binding by small molecule | TR-FRET gp120-PG9 antibody binding | inhibition, % at 6.7 µM | 360,000 tested, 0.43% active | AID 624416; in the data active means inhibition above about 8.5%
hgDAF-12 ag – activates the H. glycines DAF-12 receptor ligand-binding domain; activation, % at 6.8 µM; HEK293 GAL4-hgDAF12 UAS-luciferase reporter, agonist luminescence; normalized to butyrate control; 370,000 tested, 1.8% active; AID 687014;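 active means activation above a cutoff set at the mean of all screened compounds plus 3 SD, cut at about 10% in these data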;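 further: 0% = DMSO wells and 100% = sodium butyrate wells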
DAX1 inh-2 – DAX1 (NR0B1) inhibition, primary screen; HEK293T StAR-luciferase reporter, SF-1/DAX-1 repression relief; inhibition, % at 6.8 µM; 370,000 tested, 1.1% active; AID 652010;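 active means inhibition above the mean over all tested compounds plus 3 SD, cut at about 3.6% in these data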;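 further: 0% = DAX-1 cells with DMSO and 100% = cells lacking DAX-1 with DMSO; higher inhibition means more luminescence from relief of DAX-1 repression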
An asterisk follows results filed as active; . = no result given.

Value order – hcDAF12 agonist, sPLA2-III inh, DAX1 inh-1, SMARCA2 activ, ssDAF12 agonist, NR1D1 modulator, FXN GAA850 act, PLCb3 inh, PG9 binder, hgDAF-12 ag, DAX1 inh-2
- C/C(CC(=O)Nc1ccc(Br)cc1)=N\NC(=O)c1cccc(O)c1
 : -0.3, -32, 5.7*, 0, -1.1, 5, 0.7, 1, -3.7, 0.5, 0.6
- CCOC(=O)c1sc(NNC(=O)c2ccc(C)cc2)nc1C
 : -1.4, 6, 1.5, -1, -0.8, 0, 0.0, -2, -1.2, 1.5, 0.1
- CC(=O)C(Sc1nc(N2CCOCC2)nc(N2CCOCC2)n1)C(=O)Nc1ccccc1 (centres undefined)
 : -1.3, 2, 0.3, 0, -0.3, 0, -1.5, 3, -0.5, 0.5, -0.4
- CCCCC(CCC(=O)Nc1ccc(C(=O)OCC)cc1)C(=O)O (centres undefined)
 : -1.2, 1, 0.9, 1, -1.2, 3, 0.7, 0, -1.7, 1.3, -0.4
- Cc1nc(N)sc1-c1csc(Nc2ccccc2)n1
 : 5.2, 6, 1.7, -3, 0.4, -4, 2.4, -18, 4.2, 7.4, 0.6
- O=C(CCS(=O)(=O)c1ccc(Br)cc1)NCc1ccco1
 : -0.1, 9, 2.0, -1, -1.0, -4, -1.4, -2, -0.1, -0.8, -0.5
- Cc1ccc(S(=O)(=O)N2CCN(C(=O)CSc3n[nH]c(N)n3)CC2)c(C)c1
 : -0.8, 5, -0.4, -3, -1.1, 0, -0.6, -8, 2.1, -1.5, -1.4
- CCOC(=O)C1=CCN(S(=O)(=O)c2ccc(F)cc2)C1c1ccc(F)cc1 (centres undefined)
 : -1.7, 3, ., -2, -1.2, -7, ., 7, 2.0, -1.8, -0.4
- CC(C)N(C(=O)[C@H]1C[C@H](CC(=O)NCCCn2ccnc2)C(=O)N2CCc3c([nH]c4cc(CCC(=O)N(C)C)ccc34)[C@]12C)C(C)C
 : 0.4, 0, -0.5, -4, -1.5, -1, -1.6, 8, 0.2, 0.6, 0.9
- Cc1cc(=O)n(C)c(=O)n1CCCCOc1ccc([N+](=O)[O-])cc1
 : -1.7, -6, -1.0, -7, -1.1, 1, 1.7, 5, -2.4, -1.7, -0.9
- CCOc1ccc(N2CC(C(=O)NCCCN3CCOCC3)CC2=O)cc1 (centres undefined)
 : 0.1, 3, 2.1, 0, -1.1, 4, -0.1, 2, 0.3, 0.4, 0.2
- CN(C(=O)c1ccc(NC(=O)Cc2ccc(NC(=O)C3CCN(C(=O)CCc4ccccc4)CC3)cc2)cc1)C1CC1
 : -1.9, -26, 0.2, 0, -1.2, -3, 0.8, -4, -0.3, -1.8, 0.4
- CCC(=O)Nc1ccc(C(=O)Nc2cccc(OC)c2)cc1
 : 0.0, -7, -0.3, 4, -0.9, 4, 2.4, -3, -3.0, 4.7, 1.3
- Cc1cc(N=Nc2ccccc2)c(NCC(O)C(O)C(O)CO)cc1C (centres undefined)
 : -0.9, 9, 2.1, -1, -0.8, 10, 0.2, 4, -6.0, -1.3, -0.4
- O=C(OCC(=O)N1CCN(c2ccccc2)CC1)c1ccc[n+]([O-])c1
 : -0.8, 7, 0.8, -1, -1.1, 2, -2.6, 0, -0.1, -0.8, -1.3

Among those listed so far, 2 contain bromine:
Value order – hcDAF12 agonist, sPLA2-III inh, DAX1 inh-1, SMARCA2 activ, ssDAF12 agonist, NR1D1 modulator, FXN GAA850 act, PLCb3 inh, PG9 binder, hgDAF-12 ag, DAX1 inh-2
- C/C(CC(=O)Nc1ccc(Br)cc1)=N\NC(=O)c1cccc(O)c1
 : -0.3, -32, 5.7*, 0, -1.1, 5, 0.7, 1, -3.7, 0.5, 0.6
- O=C(CCS(=O)(=O)c1ccc(Br)cc1)NCc1ccco1
 : -0.1, 9, 2.0, -1, -1.0, -4, -1.4, -2, -0.1, -0.8, -0.5

Next results.
Value order – hcDAF12 agonist, sPLA2-III inh, DAX1 inh-1, SMARCA2 activ, ssDAF12 agonist, NR1D1 modulator, FXN GAA850 act, PLCb3 inh, PG9 binder, hgDAF-12 ag, DAX1 inh-2
- C/C(=N\NC(=O)c1ccc(CSc2nc(C)cc(C)n2)cc1)c1ccco1
 : -0.5, 5, -0.3, 1, -1.5, 2, 0.6, -7, -1.1, 0.8, -0.3
- CSc1ccccc1NC(=O)COC(=O)c1ccc(-n2nc(C)cc2C)cc1
 : 2.0, -8, -0.3, -2, -0.4, -6, 0.3, -4, -2.4, 1.6, 0.3
- Fc1ccc2nc(Nc3nc4c(F)cccc4s3)sc2c1
 : 3.7, -2, -0.5, 2, 0.3, 16, 3.2, -43, 11*, 0.4, 0.2
- COc1cccc(NC(=O)CSc2nc3c(c(-c4ccco4)c2C#N)CCCC3)c1
 : -1.3, 2, 0.9, -2, -1.1, -5, -0.4, 2, 2.2, 0.8, -0.1
- Cn1c(NC(=O)C2c3ccccc3Oc3ccccc32)cc(=O)n(C)c1=O
 : 0.7, -15, -1.4, 0, -0.8, -1, 1.7, -2, 2.0, -2.3, 0.1
- COc1ccc(NC(=O)C2(C)Cc3c(-c4ccc(C(N)=O)cc4)ccnc3O2)cc1OC (centres undefined)
 : -1.8, 10, ., -3, -1.1, -2, -0.8, -1, -0.3, -4.5, -0.8
- COc1cccc(CC2(CO)CCCN(Cc3cn[nH]c3-c3ccc(F)cc3)C2)c1 (centres undefined)
 : -1.8, -26, -0.7, -2, -0.9, 2, -1.3, 0, -0.5, -0.1, -0.5
- O=S(=O)(c1ccc(F)cc1)N1CCCN(c2nccc(C(F)(F)F)n2)CC1
 : -2.3, 6, 1.8, -1, -1.9, -2, 1.1, -8, 1.1, -1.8, -0.4
- C=CCN1C(=O)[C@@H](CC(=O)N2CCOCC2)[C@]2(C(=O)OCC)CCCCC/C=C/12
 : -0.9, 15, ., 0, -1.0, 0, ., -1, ., 1.6, 0.6
- O=S(=O)(CCNCc1ccco1)NC1CCCCC1
 : 2.1, 2, 0.5, -2, -0.9, 0, -1.0, 1, -1.1, 0.8, -0.1
- O=C1C[C@@H]2c3c(cccc3CN1Cc1ccccc1)C[C@@H](O)[C@H]2O
 : -1.8, 6, 1.9, -1, -1.1, -3, -0.8, 1, -3.4, 0.1, 0.1
- Oc1ccc(-c2nccs2)cc1
 : 0.1, -3, 2.1, -1, -1.1, -3, -0.7, -7, -1.5, 1.0, 0.3
- Cn1cccc1/C=N/n1c(-c2ccc(C(C)(C)C)cc2)n[nH]c1=S
 : -1.2, -13, -0.3, 0, -0.9, 3, 2.2, 3, -0.9, 0.3, 0.2
- Cc1cc(Oc2cnn(C(C)(C)C)c(=O)c2Cl)cc(C(C)C)c1
 : 0.7, -6, -0.1, -1, -0.4, 1, 0.2, 1, 0.7, 1.4, 1.0
- CC(C)c1nnc(NC(=O)COc2ccc3ccccc3c2)s1
 : -2.2, 2, 0.0, -1, -1.4, 8, -0.8, -10, 0.3, -0.7, -1.1
- COC(=O)[C@H]1C[C@@]2(n3ccc4ccccc43)c3ccccc3N[C@H]2N1
 : 3.5, 7, ., -4, -0.7, 1, ., -4, ., -3.7, -0.6
- COc1cc(C(=O)c2cocc2C(=O)c2ccc3c(c2)OCO3)cc(OC)c1OC
 : -1.0, -2, -0.3, 9.0*, -1.0, -1, -1.6, -2, -3.5, 0.5, -0.9
- CC(=O)N1N=C(c2ccc(Br)cc2)OC1(C)CC(=O)Nc1ccccc1 (centres undefined)
 : -1.7, -13, 0.3, -3, -0.6, -4, 0.1, -8, -1.2, -2.5, -0.9
- O=C1[C@H]2[C@@H](C(=O)N1c1cc(Cl)cc(Cl)c1)[C@]1(C(=O)Nc3ccccc31)N1CCC[C@@H]21
 : 0.9, -14, 0.7, 3, -0.8, -2, 1.6, -8, -2.1, 2.9, -0.3
- N#CCC[C@H]1CC[C@]2(CCCN(Cc3ccccc3)C2)O1
 : 1.0, 6, ., -2, -0.6, 1, ., 0, ., 1.7, 1.0
- CCOC(=O)NN1C(=O)c2ccccc2NC1c1ccc(N(C)C)cc1 (centres undefined)
 : -0.3, -5, 1.3, 5, -0.4, -2, 5.7, -289, 0.0, 3.5, 0.3
- Cc1ccc(S(=O)(=O)N2CCN(C(=O)COC(=O)COc3ccc(Cl)cc3)CC2)c(C)c1
 : 0.0, 0, 4.8*, -4, -0.8, -2, 0.6, 3, -0.5, -0.7, 0.4
- O=C1NC(c2ccccc2)c2c(-c3ccccc3)n[nH]c21 (centres undefined)
 : -1.2, -2, ., -1, -0.8, -7, ., 1, -1.8, -3.9, 0.0
- CCCCCc1c(-c2cccc(Cl)c2)ncn1CCc1ccccc1OC
 : 0.2, 4, ., -5, -1.2, 8, ., 6, -0.6, -1.7, 0.4
- COc1ccc(OC)c(-c2cc(C(=O)NCc3cccs3)no2)c1
 : 0.1, -9, -0.5, -3, -0.7, -5, 3.5, -58, -1.3, -0.8, -1.7
- O=C(CSc1ccc2ccccc2n1)N/N=C/c1ccccc1O
 : -1.1, -5, -0.2, -2, -0.6, -1, 3.3, -13, 0.0, -0.2, -0.8
- N#Cc1c(N2CCOCC2)nc(-c2ccco2)c2c1CCCC2
 : -1.5, -1, -0.1, 0, -0.8, 1, 3.8, -287, 0.9, 2.1, 1.3
- O=C(C1CCN(c2nnc(-n3cccc3)s2)CC1)N1CCN(c2cccc(C(F)(F)F)c2)CC1
 : -2.9, -2, 0.1, -3, -1.8, 5, -5.3, 0, 4.1, -1.9, -1.8
- O=C(COC(=O)COc1ccccc1)Nc1ccc(Cl)cn1
 : -1.4, 4, -0.2, -1, -0.9, 1, -0.3, -8, 0.2, 0.3, 0.6
- CCOc1ccccc1NC(=O)Cn1nnc(C(=O)NCc2cccs2)c1N
 : -1.4, 4, 0.1, -2, -0.4, 0, -1.5, -10, -1.1, -6.4, 1.2
- COc1ccc(NC(=O)c2cc(-c3ccc(C)o3)nc3ccccc23)cc1
 : -1.8, 6, 0.0, 5, -1.9, -12, 3.2, -170, 1.0, 4.9, 0.4
- Cn1cccc1CNC(=S)Nc1cc(F)cc(F)c1
 : -1.1, 6, 1.3, -3, -1.3, 3, -1.5, -8, 0.0, -0.7, -0.1
- Cc1ccc(C(=O)c2ccccc2C(=O)OCC(=O)NC(C)(C)C)cc1
 : -2.0, -4, 0.7, -1, -1.7, 2, 2.2, -7, 0.2, -2.8, -1.2
- CCOC(=O)c1nn(-c2ccccc2C)c2nc(-c3ccc(C)cc3)c(C#N)c(=O)n12
 : -0.7, -2, 0.8, 0, -1.5, 13, 1.2, -4, 2.2, 1.3, -0.1
- CC1(C)Cc2noc(N)c2C(C)(C)N1OC(=O)c1ccco1
 : 0.1, 5, 1.3, -2, -0.4, 1, 0.1, -2, 0.1, -2.0, -0.1
- Cn1nc(C(C)(C)C)cc1NC(=O)C1(C)CCN1C(=O)Cc1ccc(-c2ccccc2)cc1 (centres undefined)
 : -2.6, -22, ., -2, -1.9, 1, -1.3, 1, 0.5, 3.3, -0.4
- Cc1cc(OC(C)C(=O)NCC(O)c2ccccc2)c2c(C)c(C)c(=O)oc2c1 (centres undefined)
 : -1.2, 2, -0.4, -3, -1.1, -2, -1.5, -205, -0.8, -0.4, -1.4
- COC(=O)c1ccc(NC(=O)C2CCN(S(C)(=O)=O)CC2)cc1
 : 1.4, -2, 0.6, 0, -1.3, -4, -2.7, 0, 1.6, 3.7, 0.2

Assay outcomes: PubChem, several laboratories
